Screens: PubChem, several laboratories
Mot1-301 SUMO: SUMOylation pathway inhibition by Mot1-301 growth rescue. growth rescue, % at 18.8 µM. S. cerevisiae Mot1-301 growth rescue, ATP luminescence, 38.5C; percent above DMSO median, 100 means doubled. 320,000 compounds, 1% hits;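 active means every valid replicate shows activation above 250% relative to neutral control wells; inactive means the rest, any valid replicate at or below 250%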;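 further: OY570 slx delta 5 strain wells were the positive control but not used for scaling; some compounds called inactive have numbers as strong as hits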
AddAB inh: less growth of phage-infected E. coli with AddAB; E. coli expressing H. pylori AddAB, absorbance growth; inhibition, % at 11.9 µM; 330,000 compounds, 0.29% hits; AID 435030; in the data active means inhibition above about 12%;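 further: 0% = vehicle wells of infected cells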
phage Ecoli inh: E. coli growth loss with phage present; growth absorbance; inhibition, % at 11.9 µM; 360,000 compounds, 0.26% hits; AID 651602; in the data active means inhibition above about 11%
Ecoli viability: bacterial growth inhibition, counter-screen for AddAB inhibitors | E. coli V3065 growth, OD600 absorbance, 18 h | inhibition, % at 11.9 µM | 330,000 compounds, 0.27% hits | AID 449728;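 active means inhibition above the campaign's mean inhibition across all tested compounds plus 3 SD, cut at about 9.9% in these data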;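 further: uninfected addAB+ strain grown without phage in ampicillin broth; 0% = DMSO wells and 100% = ciprofloxacin 0.95 µg/ml wells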
HTR5A inv ctr: HTR5A inverse agonism, opioid heterodimer counter-screen; P47898; HTR5A cell line, luminescence; inhibition, % at 9.3 µM; 340,000 compounds, 0.083% hits; in the data active means inhibition mostly above about 23%, no sharp cut-off; inactive means mostly below about 18%;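 further: 0% = cells with DMSO and 100% = no-cell wells with DMSO; some compounds called inactive have numbers as strong as hits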
Target sequence (P47898 whole entry, looked up): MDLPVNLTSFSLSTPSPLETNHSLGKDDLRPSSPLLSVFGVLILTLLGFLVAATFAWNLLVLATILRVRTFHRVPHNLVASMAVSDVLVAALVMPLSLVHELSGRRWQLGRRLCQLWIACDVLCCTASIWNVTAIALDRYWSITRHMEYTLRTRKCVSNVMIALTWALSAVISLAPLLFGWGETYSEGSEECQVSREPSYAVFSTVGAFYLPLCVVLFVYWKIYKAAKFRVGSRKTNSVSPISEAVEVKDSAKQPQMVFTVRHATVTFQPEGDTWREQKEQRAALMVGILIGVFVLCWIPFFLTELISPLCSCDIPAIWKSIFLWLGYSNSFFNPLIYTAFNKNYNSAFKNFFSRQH
PKA-R1A act: activates the PKA-R1A holoenzyme complex; PKA-R1A dissociation, Cy5-IP20 fluorescence polarization; scaled: DMSO 0%, 113 µM cGMP 100%; AID 504707; 340,000 compounds, 0.083% hits; activation, % at 11.4 µM;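 active means percent activation above the mean of all tested compounds plus 3 SD, cut at about 19% in these data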;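 further: higher means more PKAc released from R1A so a rise in polarization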
Tat export inh: blocks Tat-dependent protein export in E. coli. inhibition, % at 10 µM. E. coli MC4100 TorA-mCherry Tat export, fluorescence. 340,000 compounds, 0.036% hits;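 active means mean replicate inhibition at least 50% and at least half of replicates individually reaching 50%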;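 further: exported cargo escapes ClpAP degradation while cytoplasmic cargo is degraded and loses fluorescence; 0% = median of neutral control wells and 100% = median of NaSCN control wells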
PKA-R2B act: activators of human PKA-R2B complex | activation, % at 11.4 µM | P22694+P31323 | 340,000 compounds, 0.079% hits | PKA-R2B holoenzyme dissociation, Cy5-IP20 fluorescence polarization; R2B truncated from residue 108, S112A mutant; 0% DMSO only, 100% 113 µM cGMP;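 active means activation above a cutoff set at the mean over all compounds plus 3 SD, cut at about 18% in these data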;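 further: higher means more holoenzyme dissociation and a rise in polarization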
CDK5 p35 inh: blocks human CDK5/p35 kinase activity; Q00535+Q15078; Recombinant CDK5/p35, ADP-Glo luminescence, 60 min; inhibition, % at 10 µM; 330,000 compounds, 0.01% hits; AID 488839;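 active means highest replicate inhibition of at least 50% and at least 75% of replicates reaching 50%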;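 further: plate controls were DMSO neutral control for no effect and GW8510 at 10 µM for full effect; many of its hits are not listed in these tables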
Target sequence (Q00535 whole entry, looked up): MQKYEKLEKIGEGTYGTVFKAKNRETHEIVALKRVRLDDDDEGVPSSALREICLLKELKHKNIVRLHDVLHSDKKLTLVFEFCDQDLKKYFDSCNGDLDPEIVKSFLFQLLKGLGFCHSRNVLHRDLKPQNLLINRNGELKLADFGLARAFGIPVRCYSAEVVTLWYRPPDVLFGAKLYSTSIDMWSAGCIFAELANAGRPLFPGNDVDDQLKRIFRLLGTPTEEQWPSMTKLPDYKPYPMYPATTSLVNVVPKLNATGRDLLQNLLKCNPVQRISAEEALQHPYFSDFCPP
Target sequence (Q15078 whole entry, looked up): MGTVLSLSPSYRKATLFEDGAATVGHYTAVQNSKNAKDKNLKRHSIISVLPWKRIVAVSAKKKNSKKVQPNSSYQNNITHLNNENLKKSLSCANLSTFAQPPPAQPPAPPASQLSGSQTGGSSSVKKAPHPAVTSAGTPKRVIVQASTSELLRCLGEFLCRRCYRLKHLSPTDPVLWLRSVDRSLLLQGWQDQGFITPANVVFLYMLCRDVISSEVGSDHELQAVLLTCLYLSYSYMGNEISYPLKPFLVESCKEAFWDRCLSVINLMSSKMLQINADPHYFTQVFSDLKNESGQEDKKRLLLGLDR
HTR5A ag: HTR5A agonism, opioid heterodimer counter-screen; 340,000 compounds, 0.61% hits; AID 504692; P47898; activation, % at 9.3 µM; HTR5A agonist assay, luminescence, cell-based; in the data active means activation mostly above about 9.5%, no sharp cut-off; inactive means mostly below about 7.6%;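 further: 0% = cells with vehicle only and 100% = reference agonist; strong numbers were not always called active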
DAGLB inhibitor: blocks human DAGLB lipase activity. Q8NCG7. inhibition, % at 5.17 µM. HEK293T DAGLB membrane lysate, EnzChek fluorogenic substrate. 340,000 compounds, 0.059% hits; in the data active means inhibition above about 34%;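 further: 0% = enzyme with vehicle and 100% = wells lacking enzyme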
Numbers without * were called inactive; . = no result given.

SMILES | Mot1-301 SUMO | AddAB inh | phage Ecoli inh | Ecoli viability | HTR5A inv ctr | PKA-R1A act | Tat export inh | PKA-R2B act | CDK5 p35 inh | HTR5A ag | DAGLB inhibitor
CCCCCN(C(=O)COC(=O)COc1c(C)cc(C)cc1C)c1c(N)n(CCCC)c(=O)[nH]c1=O | -2 | 2.1 | 6.1 | 1.2 | -4 | -8 | 6 | -13 | -0.9 | 1 | 2
CC(C)(C)NC(=O)NC(=O)CN1CCc2ccccc21 | 3 | -1.6 | 0.0 | 2.0 | 0 | -3 | -8 | -7 | -0.7 | 0 | 2
COCc1ccc(-c2ccc3c(c2)c(C#Cc2ccsc2)c(-c2cc(OC)cc(OC)c2)n3C)cc1 | 5 | 2.9 | 4.8 | -0.3 | -2 | -2 | 2 | -2 | 1.8 | -1 | 1
COc1ccc(-c2ncncc2-c2csc(C)n2)c(O)c1OC | 14 | 1.1 | 1.8 | 0.2 | -15 | -3 | 0 | 2 | 0.7 | -3 | -1
Cc1cccc2sc(NC(=O)c3ccc(OCC4CCCO4)cc3)nc12 (stereo not drawn) | -10 | 3.5 | 2.7 | 0.8 | 0 | -11 | 8 | 0 | 0.5 | 0 | -3
CC(=O)Nc1cccc(-c2cc(-c3c(Cl)cccc3Cl)no2)c1 | 55 | 0.7 | 1.2 | -0.5 | 17 | 1 | 9 | 7 | 0.5 | 4 | -6
COc1ccc(NC(=O)CS(=O)CC(=O)Nc2cccc3cccnc23)cc1 (stereo not drawn) | 13 | 2.7 | 1.9 | -0.2 | -7 | 2 | -9 | 4 | 0.6 | 3 | 3
N#CC1(NC(=O)CSc2nnc(-c3ccccc3F)o2)CCCCC1 | -3 | -1.7 | 3.2 | 2.3 | -19 | 0 | -10 | 0 | 0.1 | 2 | 3
O=C(CN1C(=O)NC2(CCc3ccccc32)C1=O)NCc1cccc(C(F)(F)F)c1 (stereo not drawn) | -2 | 0.2 | 0.7 | 0.7 | -4 | -4 | 1 | -2 | -1.8 | 1 | -1
CC[N+](C)(CC)CCOC(=O)C1c2ccccc2Oc2ccccc21 | 5 | 0.6 | 2.9 | 1.1 | -22 | -13 | 5 | 5 | -0.9 | 0 | 0
COc1ccc(OC)c(NC(=O)c2cc3ccccc3cc2OC)c1 | 1 | -0.3 | -0.1 | -0.3 | 11 | 3 | 11 | -5 | 0.4 | -3 | 3
Cc1nc(NC2CCCC2)sc1C(=O)N(C)C | 3 | 4.6 | 1.9 | 0.7 | -3 | 1 | -1 | -6 | -1.7 | 1 | 0
COc1cc(NC(=O)c2cccc(Br)c2)nc(OC)n1 | 7 | 0.3 | 3.4 | -0.3 | 7 | -10 | 6 | -4 | -0.5 | 4 | -6
COC(=O)c1cc(NC2c3ccccc3C(=O)N2Cc2ccco2)cc(C(=O)OC)c1 (stereo not drawn) | -6 | 1.3 | 2.4 | -0.6 | -8 | -11 | -4 | -9 | -3.1 | 2 | -1
O=C(NC(NC(=S)Nc1ccccc1Cl)C(Cl)(Cl)Cl)c1cccc(Cl)c1 (stereo not drawn) | -4 | 3.4 | 7.2 | 3.2 | -14 | 0 | 8 | -5 | -0.9 | -4 | 1
O=C(NCCc1ccccc1)C1CCN(C2CCN(C(=O)CC3=CCCCC3)CC2)CC1 | -14 | 5.1 | 0.3 | -2.3 | -3 | 0 | -6 | 10 | -0.2 | 1 | 0
O=C(NCCc1ccccc1)c1ccc(CS(=O)(=O)Cc2ccccc2F)o1 | 13 | 1.9 | 1.6 | 1.0 | -12 | -6 | -3 | -5 | 0.4 | 0 | 0
CCCC(=O)NC(=S)Nc1ccccc1C(F)(F)F | 10 | 1.6 | 0.8 | 1.5 | -12 | -6 | -2 | -5 | 0.7 | 3 | -2
CC(=O)Nc1ccc(-c2csc(NC(=O)CCCc3cccs3)n2)cc1 | 0 | 2.2 | 3.6 | 1.3 | -22 | 2 | 5 | 7 | -0.5 | 8 | 1
c1ccc(COc2ccc(CNCc3cccnc3)cc2)cc1 | -7 | 1.8 | 3.8 | 1.2 | -5 | -5 | 3 | -5 | -0.2 | 2 | -1
CC(=O)C[C@@H](O)CC(=O)[C@@H]1OC(=O)CCCCCCCc2ccccc21 | -2 | 1.9 | 2.2 | 1.7 | -30 | -7 | -6 | 8 | 0.5 | 1 | -7
N#CC1=C(N)C(C#N)(C#N)[C@H](c2cccnc2)[C@H]2CN(C(=O)OCc3ccccc3)CC=C12 | 14 | 0.0 | 2.2 | -1.0 | -1 | -9 | -1 | -2 | 0.4 | 0 | 1
Cc1ccc(C2=Nc3cccnc3C(c3ccccc3)=NN2)cc1 | 98 | 3.2 | 0.1 | -1.6 | 13 | -9 | 0 | -3 | -3.0 | -5 | -1
Cc1ccc(S(=O)(=O)N2CCN(C(=O)CNC(=O)c3ccc(Cl)cc3)CC2)cc1 | -22 | -1.6 | 0.5 | -0.9 | -5 | -22 | 0 | -13 | 0.0 | 1 | 0
Cc1cc2nc(C3CCN(Cc4nnnn4Cc4cccs4)CC3)[nH]c2cc1C | -7 | -0.5 | . | -2.2 | 1 | -4 | 0 | -9 | 2.0 | 0 | 2

Entries of single compounds, looked up by structure:
Entry for Cc1nc(NC2CCCC2)sc1C(=O)N(C)C = Mot1-301 SUMO = 3; AddAB inh = 4.6; phage Ecoli inh = 1.9; Ecoli viability = 0.7; HTR5A inv ctr = -3; PKA-R1A act = 1; Tat export inh = -1; PKA-R2B act = -6; CDK5 p35 inh = -1.7; HTR5A ag = 1; DAGLB inhibitor = 0
Entry for CC(=O)Nc1cccc(-c2cc(-c3c(Cl)cccc3Cl)no2)c1 = Mot1-301 SUMO = 55; AddAB inh = 0.7; phage Ecoli inh = 1.2; Ecoli viability = -0.5; HTR5A inv ctr = 17; PKA-R1A act = 1; Tat export inh = 9; PKA-R2B act = 7; CDK5 p35 inh = 0.5; HTR5A ag = 4; DAGLB inhibitor = -6

The listing continues:
SMILES | Mot1-301 SUMO | AddAB inh | phage Ecoli inh | Ecoli viability | HTR5A inv ctr | PKA-R1A act | Tat export inh | PKA-R2B act | CDK5 p35 inh | HTR5A ag | DAGLB inhibitor
C[C@@]12C(=O)Nc3ccccc3C(=O)N1[C@H]1c3cc(Br)ccc3OC[C@@H]1[C@@H]2c1ccccc1 | 59 | 3.9 | 1.8 | -0.9 | -9 | -8 | -10 | 6 | -0.1 | 4 | -4
COc1ccccc1NC(=S)NC(=O)C(C)(C)C | 3 | 0.5 | 2.8 | 1.2 | -8 | -9 | 2 | -14 | -0.3 | -2 | -7
[C-]#[N+][C@H](O[C@@H]1O[C@H](CO)[C@@H](O)[C@H](O)[C@H]1O)c1ccccc1 | 3 | 2.9 | 3.2 | -1.2 | -6 | -8 | -1 | 7 | -1.2 | 1 | 3
O=C(CSc1nnc(-c2ccc(F)cc2)c2ccccc12)NCC1CCCO1 (stereo not drawn) | -18 | 1.3 | 1.1 | 0.5 | 4 | 13 | -8 | 2 | -0.3 | 1 | -2
CCOc1ccc(S(=O)(=O)NCCCl)cc1 | . | 1.2 | 1.0 | 0.2 | 7 | 12 | -13 | -1 | 1.6 | -3 | -3
CCN(C(=O)CSc1nnc(C)n1Cc1ccccc1)C1CCS(=O)(=O)C1 (stereo not drawn) | -10 | 2.8 | 6.3 | -1.0 | 5 | -1 | 25 | -4 | -10 | -2 | 2
Cc1cc(-c2nn(-c3ccccc3F)cc2CN2CCC(C(N)=O)CC2)c(C)s1 | 5 | -0.8 | -1.1 | 2.1 | 4 | 2 | -3 | -6 | 1.8 | -1 | 0
CCc1nnc(NC(=O)C2=NN(C3CCS(=O)(=O)C3)C(=O)CC2)s1 (stereo not drawn) | -13 | -1.3 | 3.3 | -1.4 | 16 | -14 | -3 | -3 | 0.1 | -6 | 1
CC1(C)CC(=O)C(C=Nc2ccc3cn[nH]c3c2)=C(O)C1 | 52 | -0.5 | -1.4 | 2.7 | -41 | -2 | -3 | -14 | -1.0 | 16 | 2
CCc1ccccc1NC(=O)CSc1ccsc1[N+](=O)[O-] | 73 | 2.6 | 2.5 | 1.4 | 3 | -3 | -5 | -9 | 1.6 | -1 | -4
Cc1onc(-c2ccccc2)c1C(=O)N1CC(C)OC(C)C1 (stereo not drawn) | 232 | 0.9 | 2.1 | 2.3 | -26 | -6 | -2 | 8 | 1.1 | 3 | 0
CCCOc1ccc(N2C(=O)CC(N(CCc3ccc(OC)c(OC)c3)C(=S)Nc3ccccc3)C2=O)cc1 (stereo not drawn) | -4 | 1.3 | . | -0.8 | -7 | -7 | -2 | -11 | -2.2 | -3 | -3
CN(C)CCNC(=O)c1c(NC(=O)c2ccccc2)sc2c1CCCC2 | 4 | -0.5 | 2.0 | 0.2 | -8 | -6 | -9 | -8 | 0.5 | -4 | 2
CCS(=O)(=O)Nc1cccc(-c2cc(-c3ccccc3)c3cc(C)ccc3n2)c1 | 87 | 0.3 | 0.9 | -1.4 | -4 | -6 | 2 | -1 | -0.3 | 1 | 0
Cc1nc(Nc2cccc(C(C)O)c2)c2nnn(Cc3ccccc3F)c2n1 (stereo not drawn) | 195 | 0.9 | 0.8 | 0.8 | -24 | -8 | -1 | 5 | -1.1 | 4 | 0
CC1CN(C(=O)COC(=O)Cc2c(Cl)cccc2Cl)CC(C)O1 (stereo not drawn) | 38 | -1.0 | 3.2 | -1.8 | 11 | 4 | -4 | 2 | 0.1 | -3 | -1
O=S(=O)(c1ccc(F)cc1)N1CCc2ccccc21 | -1 | 0.2 | 0.2 | 2.2 | -2 | 2 | -7 | 4 | -0.1 | 1 | -3
CN(C)c1ccc(C(=O)OCC#CCSc2nnc(-c3cccc4ccccc34)o2)cc1 | -17 | 2.8 | 2.2 | -1.0 | -29 | -12 | -4 | -4 | 0.3 | 3 | -8
COc1ccc(OC)c(C2CC(=O)N3CN(c4ccccc4F)CSC3=C2C#N)c1 (stereo not drawn) | -12 | -0.6 | 2.0 | 2.5 | -12 | -13 | 17 | 0 | -4.5 | 10 | 1
COC(=O)c1c(-c2ccccc2)csc1N | -8 | -3.0 | 4.1 | -1.6 | -35 | 1 | -3 | -7 | 0.6 | 6 | -1
CCOC(=O)OC(C)OC(=O)[C@@H]1N2C(=O)[C@@H](NC(=O)[C@H](N)c3ccccc3)[C@H]2SC1(C)C (stereo partly drawn) | -19 | -1.3 | 5.0 | -3.2 | 14 | -4 | -11 | -4 | -0.9 | 0 | -1
CC1CCc2c(sc3c2C2=NS(=O)(=O)CCN2C=N3)C1 (stereo not drawn) | -18 | -4.3 | 3.1 | 1.2 | -35 | 8 | 1 | 8 | 0.2 | 0 | -1
C=C(C)C(=O)Nc1cccc(C2=NOC3(C2)C[C@@H](C(N)=O)N(C(=O)c2ccc(OC)cc2)C3)c1 (stereo partly drawn) | -4 | -0.1 | . | -0.9 | 7 | -6 | 6 | 4 | -2.8 | -1 | 1
CC(=O)Nc1ccc(S(=O)(=O)NCc2nc(-c3ccccc3C)no2)cc1 | -17 | 2.7 | 2.8 | 0.8 | -9 | -2 | 0 | -6 | 6.9 | -5 | -4

Copied from the list.
COc1ccc(OC)c(C2CC(=O)N3CN(c4ccccc4F)CSC3=C2C#N)c1 (stereo not drawn) in Ecoli viability = 2.5
CCc1nnc(NC(=O)C2=NN(C3CCS(=O)(=O)C3)C(=O)CC2)s1 (stereo not drawn) in Mot1-301 SUMO = -13
